# AmpC detergent = qHTS Inhibitors of AmpC Beta-Lactamase (assay with detergent). Potency, µM (top dose mostly 114 µM), for the others: at the top dose activity change, negative = inhibition, usual class: inhibitors. AID 485294, 2010. AmpC hydrolysis of nitrocefin, absorbance 480 nm, 0.01% Triton. 370,000 tested, 0.041% active. P00811;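 note: potency is the fitted concentration of half-maximal effect; 0% = no-compound wells and -100% = no-enzyme wells; nearly all actives have a fitted effect of over 25% in size; some results filed as inactive show a strong effect at the top dose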
# Target sequence (P00811 whole entry, looked up): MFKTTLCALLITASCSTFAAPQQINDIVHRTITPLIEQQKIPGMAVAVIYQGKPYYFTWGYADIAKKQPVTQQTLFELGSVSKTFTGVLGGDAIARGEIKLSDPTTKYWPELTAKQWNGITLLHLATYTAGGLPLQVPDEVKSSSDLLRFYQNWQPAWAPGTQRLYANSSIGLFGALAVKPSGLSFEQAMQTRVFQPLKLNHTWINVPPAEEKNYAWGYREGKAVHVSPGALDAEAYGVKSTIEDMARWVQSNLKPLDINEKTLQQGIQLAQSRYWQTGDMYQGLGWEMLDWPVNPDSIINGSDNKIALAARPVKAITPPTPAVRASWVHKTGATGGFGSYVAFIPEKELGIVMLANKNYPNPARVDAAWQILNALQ
#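 20 mM phosphate pH 7.0 + 0.01% (detergent screen) or 0.0001% Triton X-100; 5.3 nM AmpC reagent; cpd preinc 15 min RT; nitrocefin (800 uM stock) to start; A480 q20 s × 4 min; Activity was normalised to no-enzyme and no-compound control wells.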
# AmpC inh no detg = qHTS Inhibitors of AmpC Beta-Lactamase (assay without detergent) | P00811 | AmpC nitrocefin hydrolysis, absorbance 480 nm, 0.0001% Triton | Potency, µM (top dose mostly 57.1 µM), for inactives: at the highest dose activity change, negative = inhibition, actives largely listed as inhibitors | 330,000 tested, 0.52% active | AID 485341, 2010;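 note: potency is the fitted concentration of half-maximal effect; plate controls were no compound for no effect and no enzyme for full effect; nearly all actives have a fitted effect of over 20% in size; some results filed as inactive show a strong effect at the top dose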
#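 AmpC (5.3 nM in the dispensed reagent) in 20 mM phosphate pH 7.0 with 0.01% (detergent screen) or 0.0001% Triton X-100 was preincubated with compounds for 15 min at room temperature. Nitrocefin was then added from an 800 uM solution, and hydrolysis was followed at 480 nm.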
# AMA1 RON2 block = qHTS for Inhibitors of AMA1-RON; Towards Development of Antimalarial Drug Lead: Primary Screen; Plasmodium falciparum AMA1 (3D7) - RON2 peptide interaction; AlphaScreen AMA1-biotinylated RON2 peptide binding; Potency, µM (doses to about 58.2 µM), for inactives: at the highest dose activity change, negative = inhibition, usual class: inhibitors; 360,000 tested, 0.2% active; AID 720542, 2013;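 note: potency is the fitted concentration of half-maximal effect; 0% = vehicle wells and -100% = peptide control; nearly all actives have a fitted effect of over 45% in size; some results filed as inactive show a strong effect at the top dose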
#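 AMA1 (3D7) with his tag at 25 nM final met compounds first, then biotinylated RON2 peptide at 25 nM; detection used donor plus acceptor beads, 10 µg/mL apiece, read by AlphaScreen after 30 min at room temperature.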
# Sm TGR inh = qHTS Assay for the Inhibitors of Schistosoma Mansoni Peroxiredoxins. Schistosoma mansoni thioredoxin glutathione reductase (TGR), Q962Y6. purified TGR, DTNB reduction, TNB absorbance 405 nm. Potency, µM (titrated, usually from 114 µM), for the others: at the top dose activity change, negative = inhibition, usual class: inhibitors. 360,000 tested, 3% active. AID 485364, 2010; note: potency is the fitted concentration of half-maximal effect; nearly all actives have a fitted effect of over 60% in size
#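 TGR 20 nM + NADPH 100 uM (dispensed conc.), cpd preinc 15 min RT; start with NADPH (500 uM addition) then DTNB (15 mM addition). Kinetic TNB absorbance, 405 nm filter. Four-parameter Hill fit across titration.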
# HCMV antiviral = qHTS Assay for inhibitors of the human cytomegalovirus (HCMV) | HFF cells, HCMV-luciferase reporter, 72 h; hits give low values | activity change, negative = inhibition, % at 57.5 µM | 410,000 tested, 4.5% active | AID 1259415, 2018; in the data active = activity change below about -60%; inconclusive = no clear call, values can overlap the other calls; inactive = above about -39%
#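 After 16 h attachment at 37C, HFF cells received test compound and HCMV-luciferase (1 PFU/cell); reporter luminescence read 72 h later, data normalized against buffer-only and known inhibitor Salinomycin.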
# Giardia FBPA inh = qHTS Assay for Inhibitors of Fructose-1,6-bisphosphate Aldolase from Giardia Lamblia | Potency, µM (doses to about 59.6 µM), without a hit: at the highest dose activity, negative = inhibition, actives largely listed as inhibitors | purified Giardia FBPA | 290,000 tested, 0.71% active | A8B2U2; note: potency is the fitted concentration of half-maximal effect; nearly all actives have a fitted effect of over 55% in size
# Target sequence (A8B2U2 whole entry, looked up): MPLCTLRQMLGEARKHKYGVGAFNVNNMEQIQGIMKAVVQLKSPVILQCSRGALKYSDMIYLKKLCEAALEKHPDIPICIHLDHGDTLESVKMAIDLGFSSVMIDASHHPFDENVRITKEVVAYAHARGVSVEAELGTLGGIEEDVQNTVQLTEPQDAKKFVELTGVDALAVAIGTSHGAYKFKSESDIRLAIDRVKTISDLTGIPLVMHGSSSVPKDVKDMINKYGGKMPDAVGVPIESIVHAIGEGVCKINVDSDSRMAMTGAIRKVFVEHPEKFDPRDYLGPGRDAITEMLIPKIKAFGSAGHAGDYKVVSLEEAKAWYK
#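 40 nM FBPA preincubated 10 min at RT with compound (up to 57.5 uM final), then substrate plus GAPDH/TPI/NAD/arsenate coupling and diaphorase/resazurin added. Fluorescence read after 20 min at RT, 525/598 nm.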
# * hit, by the source's call; ? = inconclusive; nt = no result given; [ ] = dose if it differs, or a comment. Unless noted, calls come from the whole dose curve; as a rule, active = well fitted curve in the direction sought with a large enough effect; inconclusive = small, poorly fitted or top-dose-only effect, or another doubt; inactive = no such curve, though single readings can be large; an effect the other way counts as inactive or inconclusive. Unless noted, % is set by controls: 0 for no effect and ±100 for the full control effect.
SMILES	AMA1 RON2 block	Giardia FBPA inh	HCMV antiviral	AmpC inh no detg	Sm TGR inh	AmpC detergent
COc1cccc(CSc2nnc(-c3ccco3)n2C)c1	-2.4%	12.9%	-25.3	-0.8%	39.8µM*	-11.5%
Cc1ccc(NC(=O)CSc2nnc(Cc3cccn3C)n2-c2ccc(F)cc2)cc1	1.9%	0.4%	8.0	56.7%	-25.7%	?
Cc1ccc(CCC(=O)Nc2ccc(CC(=O)O)cc2)o1	0.6%	-2.2%	103.9	7.5%	?	1.1%
COCCC(=O)N1CCC(Oc2ccc(C(=O)N3CCCCCC3)cc2)CC1	7.4%	-2.8%	11.8	21.3%	-27.9%	-9.5%
COc1ccc(C2/C(=C(/O)c3ccccc3)C(=O)C(=O)N2c2ncccn2)cc1OC (centres undefined)	-5.0%	0.3%	-22.7	-18.5%	-7.0%	?
O=C(CSc1nc2ccccc2o1)N1CCN(c2ccc(Cl)cc2)CC1	?	-0.3%	-0.5	0.4%	-8.2%	-9.9%
CC[C@H](C)C(N)c1cn([C@@H](CC(N)=O)C(=O)N2CCNCC2)nn1 (some centres undefined)	10.0%	nt	-13.5	-14.6%	-10.3%	?
O=C(/C=C/c1cccs1)N1CCN(Cc2ccc3c(c2)OCO3)CC1	-9.3%	3.8%	-38.2	11.8%	-2.8%	-1.2%
COc1cc(NS(=O)(=O)c2cc(Br)cc3c2N(C(=O)C2CC2)CC3)cc(OC)c1	nt	nt	30.8	nt	1.4%	0.5%
O=C(COC(=O)/C=C/c1ccccc1Cl)NCCNC(=O)COC(=O)/C=C/c1ccccc1Cl	2.6%	17.0%	-6.7	13.1%	0.6%	?
COC(=O)c1nnn(-c2nonc2N)c1CN1CCCC1	4.6%	-2.8%	59.3	-12.0%	6.0%	-4.8%
CCN1CCCC1CNS(=O)(=O)c1cccc(C(F)(F)F)c1 (centres undefined)	-17.9%	4.2%	-11.5	-8.0%	0.1%	-1.4%
COc1ccc(N2C(=O)CC(NCc3ccncc3)C2=O)cc1 (centres undefined)	-11.8%	-6.1%	63.7	-22.5%	-35.9%	2.3%
O=C(CSC1=NS(=O)(=O)c2ccccc2N1)Nc1nccs1	15.2%	nt	6.2	-29.6%	-11.5%	?
CCc1noc(C)c1C(=O)N1CCN(S(=O)(=O)c2cccc(C(F)(F)F)c2)CC1	4.6%	nt	-11.3	44.9%	2.7%	3.4%
COc1ccc(-n2nnnc2C2CCN(S(=O)(=O)c3cccc(Cl)c3C)CC2)cc1	nt	nt	-39.9	nt	4.1%	22.5%
CC(C)(C)NC(=O)CN(Cc1cccs1)C(=O)C1COc2ccccc2O1 (centres undefined)	-17.9%	3.5%	28.9	16.4%	-0.5%	-2.5%
COc1c(Cl)cc(C(=O)N(Cc2ccc(C)o2)C2CCS(=O)(=O)C2)cc1Cl (centres undefined)	nt	nt	26.8	nt	-13.2%	?
COCC(=O)N(Cc1nc2ccccc2c(=O)[nH]1)Cc1cccs1	102.5%[activator]	-6.8%	18.1	-10.3%	-6.9%	-1.5%
Cc1nc(NC(=S)NC(=O)c2cncc(Br)c2)ccc1Br	6.5%	-26.4%	?	-6.9%	-0.2%	-11.3%
O=C(/C=C(\O)c1ccccc1)C(=O)NNC(=O)c1ccccc1	94.5%[activator]	0.4%	-9.1	-34.6%	-20.3%	-7.9%
Cc1ccccc1-n1ncc(C(C)NS(=O)(=O)c2sccc2C)c1C (centres undefined)	-8.7%	1.4%	7.6	22.3%	9.5%	1.7%
CCOc1ccc(C2C(C(=O)Nc3ccc(F)cc3)=C(C)Nc3nc(CCCO)nn32)cc1 (centres undefined)	-1.9%	-0.3%	7.1	53.6%	-28.7%	-6.6%
Cc1cc(CN(C)C(=O)CC2C(=O)NCCN2Cc2ccc(F)c(F)c2)on1 (centres undefined)	-2.6%	-11.6%	4.0	7.2%	-28.8%	-0.1%
CCCOc1cccc(C(=O)Nc2ccc(Br)cc2F)c1	-23.4%	8.0%	86.9	-35.4%	-2.5%	-5.9%
O=C(Nc1ccc(Cc2ccc(NC(=O)N3CCOCC3)cc2)cc1)N1CCOCC1	1.9%	10.3%	112.8	1.1%	2.1%	2.9%
O=C(Cn1ncc2c3ccccc3n(Cc3cccc(Cl)c3)c2c1=O)N1CCCCC1	nt	nt	-11.2	nt	8.0%	9.5%
O=C(CC1C(=O)NCCN1C(=O)Nc1ccc(F)cc1F)Nc1ccc(F)cc1 (centres undefined)	-0.7%	0.6%	38.8	10.4%	7.2%	-1.6%
COc1ccc(NC(=O)Cn2nc(Cc3cccnc3)c3ccccc3c2=O)cc1OC	-12.4%	2.9%	28.8	2.82µM*	0.6%	?
O=C1ON=C(c2ccccc2)/C1=C/c1ccc(-c2ccccc2[N+](=O)[O-])o1	?	-24.7%	-98.1*	-51.0%	11.2µM*	?
COCCNC(=O)C(Cc1c[nH]c2ccccc12)NC(=O)OCc1ccccc1 (centres undefined)	9.0%	-9.1%	10.8	-0.6%	6.6%	-2.5%
O=C1CCC/C(=N/NC(=O)c2ccc(NS(=O)(=O)c3cccs3)cc2)C1	29.2%	-10.2%	16.4	?	?	-2.6%
COc1ccc(CC(=O)n2nc(-c3ccc(Cl)cc3)nc2NCc2ccco2)cc1	-12.2%	-0.7%	124.8	-35.9%	-2.8%	-5.8%
CC(C)c1ccccc1NC(=S)N(C)C	-18.7%	-0.1%	6.3	-3.1%	16.0%	-4.6%
O=C(Nc1cccc(C(F)(F)F)c1)c1cccnc1NCCO	-5.1%	?	6.1	1.6%	7.1%	?
O=C(Cc1n[nH]c(=O)c2ccccc12)N1CCN(c2ccc(F)cc2)CC1	15.9%	-0.1%	-9.6	-19.0%	-2.2%	-4.2%
CCc1ccc2[nH]c(=O)c(C3C(C#N)=C(N)Oc4c3ccc3cccnc43)cc2c1 (centres undefined)	0.7%	-4.7%	-4.3	-16.3%	?	-4.1%
C[C@H](NC(=O)c1ccco1)C(=O)NNC(=O)COc1cccc(C(F)(F)F)c1	94.5%[activator]	nt	-8.8	-8.8%	nt	nt
CNc1nc(-c2ccc3c(c2)CCN3C(=O)c2ccccc2C)cs1	-4.8%	-15.9%	-34.9	-12.7%	nt	-1.7%
Cc1[nH]n(-c2ccccc2)c(=O)c1C(c1cc(Cl)ccc1O)c1c(C)[nH]n(-c2ccccc2)c1=O	nt	nt	65.7	nt	-9.5%	-4.3%
CC12CCC(C(=O)Nc3c(Cl)cccc3Cl)(C(Br)C1=O)C2(C)C (centres undefined)	-12.8%	13.9%	-2.4	-19.3%	0.9%	-21.0%
CCc1cccc(NC(=O)CCN2C(=O)c3ccccc3Sc3ncccc32)c1	nt	nt	?	nt	44.7µM*	-2.3%
CSCC[C@H](N)C(=O)N1CCC(C(=O)N[C@@H](Cc2c[nH]c3ccccc23)C(=O)O)CC1	19.9%	4.6%	-1.9	12.7%	7.4%	-4.5%
CCCCC(=O)Nc1cc(OC)c(NC(=O)C2CCCCC2)cc1OC	-4.7%	-6.6%	42.5	2.2%	-7.5%	-1.9%
CCCc1nc2ccccc2c(C(=O)OCC(=O)Nc2c(C)n(C)n(-c3ccccc3)c2=O)c1CC	-4.1%[11.6 µM]	6.4%	11.4	-5.6%	6.7%	2.6%
O=C(NC1CCCCC1)C1c2ccccc2C(=O)N1Cc1ccc2c(c1)OCO2 (centres undefined)	11.2%	6.9%	-5.7	-26.3%	-0.2%	-8.8%
O=C(O)Cn1c(Cc2ccccc2)nc2ccccc21	17.5%	28.2µM*	-14.9	-13.0%	-20.3%	-18.1%
C=CCSc1nc(C)c(CC=C)c(=O)[nH]1	4.3%	-15.3%	-3.2	-8.1%	-5.6%	-11.7%
COc1ccc(CCNc2nc3ccc(Cl)cc3n3cnnc23)cc1OC	nt	nt	41.5	nt	-2.0%	-5.6%
Cc1ccc(N2CC(C(=O)NC(C)CCc3ccccc3)CC2=O)cc1 (centres undefined)	6.0%	7.3%	-10.7	42.0%	-24.2%	?
CC(=O)c1cccc(NC(=O)CC2S/C(=N/N=C/c3ccccc3)NC2=O)c1 (centres undefined)	11.6%	-2.9%	-9.1	-41.5%	5.5%	2.9%
C=C(C)CN(CC)C(=O)CN1C(=O)NC(C)(c2ccc3ccccc3c2)C1=O (centres undefined)	-4.9%	15.6%	36.2	75.8%[activator]	0.0%	-10.2%
CN(C)/C=N/c1ncc(C(=O)c2ccc(Cl)cc2Cl)s1	3.3%	-3.4%	-61.4*	36.8%	4.9%	-7.8%
O=C(CN1CCN(C(=O)C2CCCO2)CC1)Nc1ccc(F)cc1 (centres undefined)	-3.7%	1.6%	7.5	-4.9%	-8.4%	-3.4%
COc1ccc(-c2ccc(C#N)c(SCC(=O)Nc3sc4c(c3C#N)CCC4)n2)cc1OC	1.6%	0.4%	-87.9*	-12.7%	-20.8%	2.5%
CCc1cccc(NC(=O)Cn2c(=O)n(CCC(=O)NCc3ccccc3Cl)c(=O)c3sccc32)c1	nt	nt	-37.4	nt	4.4%	1.1%

# Screening results (PubChem)
